Compound activity (PubChem BioAssay)
ANO1 block – inhibitors of mouse TMEM16A calcium-activated chloride channel | Q8BHY3 | HEK293 TMEM16A/YFP iodide influx fluorescence, ionomycin | normalized B-score (activity score, 25-100; higher = stronger inhibition) at 10 µM | hit rate 1.2% among 310,000 | AID 588511;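 active = ratio plate-corrected score three or more library SD toward inhibition, starting fluorescence score within five deviations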;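 note: score derived from kinetic fluorescence span divided by baseline fluorescence per well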
HDAC3 inhib – human HDAC3 inhibition | recombinant HDAC3, fluorogenic peptide/trypsin coupled, fluorescence | hit rate 0.15% among 320,000 | O15379 | inhibition, % at 8.3 µM; in the data active = inhibition above about 26%, passing the limit was not always enough; inconclusive = no clear call, values can overlap the other calls
RGS4 block – inhibitors of human RGS4. HEK293 M3R/RGS4 inducible, Fluo-4 calcium flux; hits give high values; triggered by carbachol at its EC20. B-score at 10 µM. hit rate 0.45% among 310,000;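 active = B-score, a plate-corrected calcium signal, over three deviations above library mean, with baseline fluorescence within five deviations of library mean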;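 note: RGS4 expression induced by doxycycline in cells with stable M3 receptor; B-score is computed from the integrated fluorescence ratio over baseline after carbachol; higher B-score means a larger calcium signal and so more RGS4 inhibition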
Target sequence (P49798 whole entry, looked up): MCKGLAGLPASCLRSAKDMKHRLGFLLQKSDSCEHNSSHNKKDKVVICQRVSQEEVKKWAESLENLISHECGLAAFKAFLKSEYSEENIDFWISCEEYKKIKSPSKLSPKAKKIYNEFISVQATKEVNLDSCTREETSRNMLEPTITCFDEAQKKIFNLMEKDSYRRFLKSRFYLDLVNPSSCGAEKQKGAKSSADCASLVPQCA
TMEM16A act – activates or potentiates the mouse TMEM16A chloride channel | Q8BHY3 | HEK293 TMEM16A/YFP-H148Q/I152L, iodide quench fluorescence; hits give low values | hit rate 0.3% among 340,000 | B-score at 10 µM;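 active = fluorescence-ratio B-score plate-corrected deviation score at least 3 library SD below zero, with starting fluorescence score within 5 deviations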;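 note: channel opened by trigger with iodide after compound preincubation; score built on the fluorescence ratio of max minus min over baseline; more negative score means more quench and so TMEM16A activation or potentiation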
KCNQ1 block – human KCNQ1 channel inhibition | P51787 | CHO-K1 KCNQ1, FluxOR thallium flux fluorescence; hits give high values | B-score at 10 µM | hit rate 1.3% among 310,000 | AID 2642;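 active = compounds whose thallium flux B-score, printed positive for inhibition, exceeds three library SD while starting fluorescence stays within three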;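 note: channel opened by potassium depolarization with thallium stimulus after 20 min compound exposure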
KCNK9 inh – human KCNK9 channel inhibition. Q9NPC2. HEK293 KCNK9, FluxOR thallium flux fluorescence; hits give low values. B-score at 10 µM. hit rate 1.2% among 310,000. AID 488922;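 active = ratio B-score over 3 SD below the library mean, with starting fluorescence within 5 SD of its mean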;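 note: negative B-score means less thallium flux so channel inhibition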
Target sequence (Q9NPC2 whole entry, looked up): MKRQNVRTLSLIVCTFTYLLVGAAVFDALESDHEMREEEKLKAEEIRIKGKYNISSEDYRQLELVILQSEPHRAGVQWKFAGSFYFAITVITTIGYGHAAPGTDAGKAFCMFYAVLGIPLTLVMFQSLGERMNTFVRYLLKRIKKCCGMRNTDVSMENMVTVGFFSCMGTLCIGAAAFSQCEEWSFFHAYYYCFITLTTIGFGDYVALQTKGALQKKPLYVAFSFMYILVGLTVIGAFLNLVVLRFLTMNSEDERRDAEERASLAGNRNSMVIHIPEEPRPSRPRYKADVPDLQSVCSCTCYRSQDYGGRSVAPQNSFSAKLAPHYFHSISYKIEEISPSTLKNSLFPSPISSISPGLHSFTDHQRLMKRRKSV
SKKanGAS inh – SKKanGAS growth inhibition | inhibition, % at 7.5 µM | AID 1662 | hit rate 1.3% among 300,000 | S. pyogenes SKKanGAS, kanamycin growth, BacTiter-Glo, 6 h;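 active = mean replicate score, as percent of positive control median, at least 50; inconclusive = mean below 50 but one replicate at or above 50; inactive = mean and every replicate below 50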;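 note: strain carries kanamycin resistance gene driven by streptokinase promoter and grows in 40 µg/ml kanamycin; loss of luminescence reflects streptokinase promoter inhibition or plain growth inhibition; 0% = median of DMSO wells and 100% = positive control at its reference dose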
RGS4 pot – RGS4 potentiation or activation. HEK293 M3R/inducible RGS4, carbachol calcium flux Fluo4; hits give low values. AID 463111. B-score at 10 µM. hit rate 0.92% among 310,000;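 active = B-score of the integrated calcium signal more than 4 SD below the library mean, with starting fluorescence not abnormally high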;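 note: negative B-score means reduced calcium response which marks RGS4 activation or potentiation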
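Detection: kinetic calcium fluorescence imaging with Fluo4-AM dye, 2 µM / Material: HEK293 cells with stable M3R and inducible RGS4 / Schedule: recording 10 s baseline at 1 Hz, 100 s post-agonist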
KCNQ1 pot – human KCNQ1 channel potentiation or activation | P51787 | CHO-K1 KCNQ1, thallium flux FluxOR fluorescence; hits give high values | B-score at 10 µM | hit rate 0.35% among 310,000;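 active = fluorescence ratio B-score, a plate-corrected score, at least three library SD, with initial intensity B-score within 5 SD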
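Assay system: stable KCNQ1 CHO-K1 line; medium: assay buffer, equal DMSO in all wells; timing: 90 min dye loading and 20 min compound exposure, both at room temperature; technique: kinetic FluxOR thallium fluorescence, 10-s 1-Hz baseline, 110-s post-stimulus read; read-out basis: B score of baseline-normalized fluorescence ratio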
hERG rescue – shields human hERG channel from block by proarrhythmic agents. AID 1511. activation (rescue from dofetilide block), less the hit threshold, % at 10 µM. CHO-hERG, FluxOR thallium flux, dofetilide IC70 present. hit rate 0.51% among 310,000;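 active = activation above the mean of controls blocked by dofetilide plus 5 SD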;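 note: thallium influx through hERG after potassium depolarization seen as dye fluorescence rise; in these data hits start at about 4.7%; inactives centre near -7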
KCNK3 inh – human KCNK3 channel inhibition, primary screen. O14649. CHO-KCNK3 thallium flux, FluxOR fluorescence; hits give low values. B-score at 10 µM. hit rate 0.84% among 340,000. AID 602410;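 active = B-score under library mean minus 4 SD, starting fluorescence ratio at most library mean plus 5 SD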;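 note: more negative B-score means stronger inhibition of thallium flux through KCNK3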
Target sequence (O14649 whole entry, looked up): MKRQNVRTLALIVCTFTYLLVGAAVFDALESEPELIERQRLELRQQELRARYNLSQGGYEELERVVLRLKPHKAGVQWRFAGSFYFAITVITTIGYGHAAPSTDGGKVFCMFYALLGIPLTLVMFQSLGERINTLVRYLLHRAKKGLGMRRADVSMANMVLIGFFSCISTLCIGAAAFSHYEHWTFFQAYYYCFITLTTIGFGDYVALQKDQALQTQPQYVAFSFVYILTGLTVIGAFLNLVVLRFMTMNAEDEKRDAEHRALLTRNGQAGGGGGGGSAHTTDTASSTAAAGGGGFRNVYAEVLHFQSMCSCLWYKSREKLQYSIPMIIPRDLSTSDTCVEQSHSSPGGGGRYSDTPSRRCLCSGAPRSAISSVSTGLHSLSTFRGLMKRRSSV
Starred values were filed as active, the others as inactive; i = inactive; ? = inconclusive; / = no result given.

SMILES	ANO1 block	HDAC3 inhib	RGS4 block	TMEM16A act	KCNQ1 block	KCNK9 inh	SKKanGAS inh	RGS4 pot	KCNQ1 pot	hERG rescue	KCNK3 inh
O=C(O)CN1C(=O)/C(=C\c2cccc(OCc3ccccc3)c2)SC1=S	i	2	i	i	i	i	5	i	i	-7	i
COc1ccc(N(CC(=O)NCc2ccc(F)cc2)C(=O)c2snc(C(N)=O)c2N)cc1OC	i	-2	i	i	i	i	-4	i	i	-7	i
Cc1nnc(SCc2cc(=O)[nH]c(/N=C(\N)Nc3ccccc3Sc3ccccc3)n2)s1	i	-6	i	i	i	i	6	-7.4*	i	-2	i
Cc1ccc(C)c(N2CCN(C(=O)CCS(=O)(=O)c3ccc4c(c3)NC(=O)C(C)S4)CC2)c1 (stereo not given)	i	3	i	i	i	i	-3	i	i	-1	i
CN(C(=O)COC(=O)c1nn(C)c(=O)c2ccccc12)c1c(N)n(Cc2ccccc2)c(=O)[nH]c1=O	i	0	i	i	i	i	1	i	i	-10	i
Cn1cc(C(=O)c2ccc(Cl)cc2)cc1-c1nc2ccccc2n1C	100*	2	i	i	i	i	6	i	i	-12	i
CCNc1nc(CSc2ccccc2)nc2sc(C)c(C)c12	i	-3	i	i	i	i	-3	i	i	-4	i
Cc1ccc(N2C(=O)CC(N3CCN(c4ccccn4)CC3)C2=O)cc1 (stereo not given)	i	0	i	i	i	i	-7	i	i	-11	i
O=C(Nn1cnnc1)c1cc(-c2cccc(Br)c2)nc2ccccc12	i	5	i	i	i	i	25	i	i	-16	i
COc1ccc(C(OC(=O)c2ccco2)C(=O)NCc2ccc(C)cc2)cc1 (stereo not given)	i	6	i	i	i	i	-8	i	i	-10	i
CC1CCN(S(=O)(=O)c2ccc(NC(=O)C3CCN(C(=O)c4ccco4)CC3)cc2)CC1	i	3	i	i	i	i	5	i	i	-9	i
O=C(CCC(=O)c1ccc(Br)cc1)Nc1cccc(C(F)(F)F)c1	i	-2	i	i	i	i	6	i	i	-4	i
COc1cccc2[nH]c3c(Cl)ncnc3c12	i	-25	i	i	i	i	-3	i	i	-6	i
Cn1c(=O)c2c(nc(Cl)n2Cc2ccc(Cl)c(Cl)c2)n(C)c1=O	i	-2	i	i	i	i	-1	i	i	-7	i
COc1cccc(CNC(=O)C(C)n2ccc3cc(S(=O)(=O)N4CCCC4)ccc32)c1 (stereo not given)	i	4	i	i	i	i	0	i	i	-8	i
COc1ccc(-c2cc(C(=O)N/N=C/c3ccc4c(c3)OCO4)c3ccccc3n2)c(OC)c1	i	-2	i	i	i	i	16	i	i	-15	i
Cc1cc(NC(=O)Cn2cnc3sc(C)c(-c4ccccc4)c3c2=O)no1	/	/	i	i	i	i	9	i	i	-8	i
C/C(=N\NC(=O)c1cccnc1)c1cc2ccccc2o1	i	5	i	i	i	i	-3	i	i	-9	i
CN1CCN(c2ccc(NC(=O)c3sc4ccccc4c3Cl)cc2)CC1	i	2	i	i	i	i	-4	i	i	-19	i
COc1ccc(C2=NN(CCC(=O)NC3CCC(C)CC3)C(=O)CC2)cc1 (stereo not given)	i	?	i	i	i	i	-2	i	i	-7	i
COc1ccc(-n2c(=O)c3ccccc3n(CC(=O)OCc3ccccc3)c2=O)cc1OC	i	2	i	i	i	i	-6	i	i	-10	i
CN(CC(=O)Nc1cccc(S(=O)(=O)N2CCOCC2)c1)CC(=O)Nc1ccc(Cl)c(C(F)(F)F)c1	25*	13	i	i	8*	i	13	i	i	-27	-11*
COCCNC(=O)CN1C(=O)NC(c2ccccc2)(c2ccccc2)C1=O	i	-3	i	i	i	i	-7	i	i	-5	i
CC1CN(S(=O)(=O)c2ccc(C(=O)N(CCCN(C)C)c3nc4c(Cl)cccc4s3)cc2)CC(C)O1 (stereo not given)	i	1	i	i	i	i	1	i	i	-9	i
CC(=O)NC(CC(=O)OCc1ccc([N+](=O)[O-])cc1)c1ccccc1 (stereo not given)	i	-17	i	i	i	i	-5	i	i	-3	i
Other structures follow:
SMILES	ANO1 block	HDAC3 inhib	RGS4 block	TMEM16A act	KCNQ1 block	KCNK9 inh	SKKanGAS inh	RGS4 pot	KCNQ1 pot	hERG rescue	KCNK3 inh
Cc1ccc(NC(=O)CSc2sc3c(O)cc(=O)[nH]c3c2C#N)c(F)c1	i	6	i	i	i	i	25	i	i	-2	i
COc1ccc(/C=C/C(=O)O)cc1COc1ccccc1C	i	4	i	i	i	i	21	i	i	-10	i
O=C(CSc1nccc(=O)[nH]1)N1N=C2/C(=C/c3ccco3)CCCC2C1c1ccco1 (stereo not given)	i	0	i	i	i	i	7	i	i	-12	i
COc1ccc(-c2nc[nH]c2[N+](=O)[O-])cc1	i	3	i	i	i	i	0	i	i	-12	i
O=C(CNC(=O)C1CCCCC1)NC1CCCCC1	i	?	i	i	i	i	-4	i	i	-9	i
CSc1cccc(NC(=O)C2CCCN2S(=O)(=O)c2ccc(Br)s2)c1 (stereo not given)	i	1	i	i	i	i	6	i	i	-12	i
CCCNC(=O)c1ccc2nc(-c3ccccc3)c(-c3ccccc3)nc2c1	i	1	i	i	i	i	-10	i	i	-3	i
N#Cc1nc(-c2ccc(OCc3ccc(Cl)cc3)cc2)oc1N1CCOCC1	i	-1	i	i	i	i	5	i	i	-6	i
O=c1cc(-c2ccccc2Cl)oc2c(NS(=O)(=O)c3ccccc3C(F)(F)F)ccc(O)c12	i	4	i	i	i	i	39	i	i	-8	i
Cc1cc(NC(=O)CSc2nnc(C)n2-c2ccccc2)no1	i	2	i	i	i	i	-1	i	i	-6	i
CC1CN(c2cc(=O)n(-c3cccc(Br)c3)c(=O)[nH]2)CC(C)O1 (stereo not given)	i	1	i	i	i	i	-3	i	i	-11	i
COc1ccc(Cl)cc1NC(=O)C(C)N(C)Cc1ccc(C(F)(F)F)cc1 (stereo not given)	100*	9	i	i	i	-7.4*	10	i	i	-17	i
COc1ccccc1NC(=O)c1ccc2c(c1)C(=O)N(Cc1ccco1)C2=O	i	2	i	i	i	i	/	i	i	-12	i
CCCCSc1nc(O)cc(=O)n1CC	i	6	i	i	i	i	32	i	i	2	i
Cc1nn(CC(=O)NCCc2cccs2)c(=O)c2nn(-c3ccccc3)c(C)c12	i	-2	i	i	i	i	2	i	i	-7	i
N#Cc1c(NC(=O)C(=O)NCCCN2CCOCC2)sc2c1CCC2	i	2	i	i	i	i	-5	i	i	-11	i
CN1C(=S)SC(N(O)C(=O)Nc2ccccc2)C1(C)C (stereo not given)	i	2	i	i	i	i	-5	i	i	-8	i
Cc1ccc(-n2c(=O)[nH]c3c(C(N)=O)nc(CC(C)C)nc32)cc1	i	-5	i	i	i	i	2	i	i	-6	i
Cc1oc(C(=O)O)cc1CSc1nnc(-c2ccccc2)n1C	i	9	i	i	i	i	-2	i	i	-10	i
CC(C)(C)NC(=S)NCC1CC1	i	3	i	i	i	i	4	i	i	-1	i
CCN(CC1CCCO1)C(=O)CCc1nnc(CCc2ccc(OC)cc2)o1 (stereo not given)	i	-3	i	i	i	i	-3	i	i	-7	i
CC1CCCCN1C(C(=O)O)c1ccccc1 (stereo not given)	i	1	i	i	i	i	5	i	i	-9	i
CN(CC(=O)Nc1cccc(F)c1)C(=O)/C=C/c1ccc(Br)s1	i	-1	i	i	i	i	-1	i	i	-10	i
COc1cccc(/C=N/NC(=O)Cn2cnc3c2c(=O)n(C)c(=O)n3C)c1OC	i	-11	i	i	i	i	-4	i	i	-6	i
CC(C)C[C@H]1CN=C(Nc2ccccc2)N1CCC1CCCCC1	i	4	i	i	i	i	3	i	i	-11	i
New compounds follow
SMILES	ANO1 block	HDAC3 inhib	RGS4 block	TMEM16A act	KCNQ1 block	KCNK9 inh	SKKanGAS inh	RGS4 pot	KCNQ1 pot	hERG rescue	KCNK3 inh
CSCCCNC(=S)Nc1cccc(S(=O)(=O)NC2=NCCC2)c1	i	0	i	i	i	i	15	i	i	-2	i
COc1ccc(C(=O)C2CCCN(C(=O)/C=C/c3ccccn3)C2)c(C)c1 (stereo not given)	i	1	i	i	i	i	1	i	i	-7	i
CC(NC(=O)COC(=O)c1ccc(Cl)cc1O)c1ccc(F)cc1 (stereo not given)	i	-2	i	i	i	i	0	i	i	-7	i
COc1cc(NC(=O)Nc2cc(C)on2)cc(OC)c1OC	i	-2	i	i	i	i	-2	i	i	-6	i
CC(c1ccccc1)N1CCn2c(nc3cc(NC(=O)c4cccs4)ccc32)C1 (stereo not given)	i	-1	i	i	i	i	-7	i	i	-15	i
O=C(O)c1c2c(nc3ccccc13)/C(=C/c1ccc(O)cc1)CCC2	i	1	i	i	i	i	-2	i	i	-15	i
Cc1ccc(CC2C(=O)N(c3nc(C)cc(C)n3)C(=O)C2C)cc1 (stereo not given)	i	-1	i	i	i	i	11	i	i	-12	i
CN1CCN(CC(=O)N(Cc2c(C#N)c3ccccc3n2C)c2ccccc2)CC1	i	4	i	i	i	i	-6	i	i	-8	i
CCC(=O)N(Cc1ccco1)c1nc(-c2cc(OC)ccc2OC)cs1	i	2	i	i	i	i	-2	i	i	-9	i
CCOC(=O)C1CCCN(S(=O)(=O)c2ccc(S(N)(=O)=O)cc2)C1 (stereo not given)	i	-7	i	i	i	i	-2	i	i	-4	i
Cc1cc(-c2ccccc2)nc(SCC(=O)N2CCCC2)n1	i	-8	i	i	i	i	-4	i	i	-9	i
O=C(c1ccccc1)c1cnc(Nc2ccccc2Cl)s1	i	0	i	i	i	i	28	i	i	-9	i
COC(=O)c1cc(C)sc1NC(=O)C1C2C=CC(CC2)C1C(=O)O (stereo not given)	i	-9	i	i	i	i	-5	i	i	-7	i
c1ccc(COc2cccc(CN3CCc4ccccc4C3)c2)cc1	i	-1	i	i	i	i	0	i	i	-4	i
C=C(C)COc1ccc(-c2ncncc2-c2ccccc2OC)c(O)c1	i	8	i	i	i	i	8	i	i	-5	i
O=C(COC(=O)Cc1ccc(F)cc1)NC1CCS(=O)(=O)C1 (stereo not given)	i	10	i	i	i	i	-5	i	i	-5	i
CCn1c(=O)cc(OCC(=O)Nc2cccc(C)n2)c2ccccc21	i	9	i	i	i	i	-8	i	i	-10	i
O=C(N/N=C/c1cn(-c2ccccc2)nc1-c1ccccc1)c1ccco1	i	12	i	i	i	i	-12	i	i	-18	i

Hits appear at their usual frequency. Share with any hit: about 6.3%.
